Screens as filed in PubChem.
GLP-1R agonist: activates the human GLP-1 receptor; P43220; HEK293 GLP-1R CRE-luciferase, luminescence, 4-6 h; cells express a hypersensitive GLP-1R form; Potency, µM (titrated, usually from 45.6 µM), inactives show top-dose activation, most hits filed as activators; 0.007% of 380,000 active; AID 624172; also: potency is read from the fitted curve at half-maximal effect; % of control where 0% means no effect
pAkt inh: Akt phosphorylation inhibition. Neuro2A IGF-stimulated pAkt S473 HTRF, 20 min; active compounds read low. activity change, % for hits at 50 µM. 0.32% of 360,000 active. AID 651550; in the data active = activity change below about -80%; inconclusive = mostly about -51% to -80%; also: % is scaled to controls: 0 for no effect and ±100 for the full control effect
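Neuro2A cells (4,500/well, DMEM with 0.5% FBS) were treated with compound at a single 50 µM final concentration, stimulated with 6 nM IGF for 20 min at 37 °C, and lysed. Phospho-Akt Ser473 was read by HTRF as 665/615 ratio ×10^4.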
TDP43 rescue: TDP-43 toxicity inhibition in yeast; AID 652104; Potency, µM (top dose mostly 46.1 µM), for inactives: top-dose growth rescue (activation), actives largely listed as activators; 1.8% of 410,000 active; TDP-43 expressing yeast growth rescue, BacTiter-Glo, 24 h; also: potency is read from the fitted curve at half-maximal effect; % of control where 0% means no effect; nearly all actives have a fitted effect of over 50% in size
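Readout is BacTiter-Glo luminescence of cell growth, so inhibitors register as activators. TDP-43-expressing yeast at OD600=0.02 in galactose medium, after raffinose pregrowth to mid-log, were incubated with compound for 24 hr at 30 deg C.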
DRD3 antagonist: antagonists of human D3 dopamine receptor; P35462; D3R cells, DiscoveRx beta-arrestin luminescence, antagonist mode; active compounds read low; max response, negative = inhibition, %; 2.5% of 360,000 active; AID 652054; in the data active = max response below about -50%; inconclusive = no clear call, values can overlap the other calls; also: % is scaled to controls: 0 for no effect and ±100 for the full control effect; mostly tested at two doses, the higher about 12 µM
Target sequence (P35462 whole entry, looked up): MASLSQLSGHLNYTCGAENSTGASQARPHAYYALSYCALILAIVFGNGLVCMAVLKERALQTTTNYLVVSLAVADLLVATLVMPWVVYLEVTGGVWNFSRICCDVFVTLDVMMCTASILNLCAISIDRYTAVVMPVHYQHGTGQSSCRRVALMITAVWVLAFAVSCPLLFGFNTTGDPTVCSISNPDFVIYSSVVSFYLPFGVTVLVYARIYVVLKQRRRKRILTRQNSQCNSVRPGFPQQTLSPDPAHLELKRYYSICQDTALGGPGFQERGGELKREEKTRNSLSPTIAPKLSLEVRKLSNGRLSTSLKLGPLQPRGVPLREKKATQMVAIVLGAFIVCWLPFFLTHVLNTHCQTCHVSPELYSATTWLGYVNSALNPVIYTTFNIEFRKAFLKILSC
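Cells plated overnight at 1500 cells/well, then exposed to library compounds with dopamine controls for 90 minutes at 37 degrees C. DiscoveRx reagent added for 30–60 minutes at room temperature; luminescence read, quantitative HTS format.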
PTHR1 agonist: activates the human parathyroid hormone receptor PTHR1. Potency, µM (doses to about 115 µM), for inactives: at the highest dose activation, hits mostly activators. HEK293 GP2 PTHR1 cells, GloSensor cAMP luminescence, 1 h. 0.075% of 410,000 active. Q03431; also: potency is read from the fitted curve at half-maximal effect; nearly all actives have a fitted effect of over 55% in size; some results filed as inactive show a strong effect at the top dose; inactives centre near -15; many of its hits are not listed in these tables
Target sequence (Q03431 whole entry, looked up): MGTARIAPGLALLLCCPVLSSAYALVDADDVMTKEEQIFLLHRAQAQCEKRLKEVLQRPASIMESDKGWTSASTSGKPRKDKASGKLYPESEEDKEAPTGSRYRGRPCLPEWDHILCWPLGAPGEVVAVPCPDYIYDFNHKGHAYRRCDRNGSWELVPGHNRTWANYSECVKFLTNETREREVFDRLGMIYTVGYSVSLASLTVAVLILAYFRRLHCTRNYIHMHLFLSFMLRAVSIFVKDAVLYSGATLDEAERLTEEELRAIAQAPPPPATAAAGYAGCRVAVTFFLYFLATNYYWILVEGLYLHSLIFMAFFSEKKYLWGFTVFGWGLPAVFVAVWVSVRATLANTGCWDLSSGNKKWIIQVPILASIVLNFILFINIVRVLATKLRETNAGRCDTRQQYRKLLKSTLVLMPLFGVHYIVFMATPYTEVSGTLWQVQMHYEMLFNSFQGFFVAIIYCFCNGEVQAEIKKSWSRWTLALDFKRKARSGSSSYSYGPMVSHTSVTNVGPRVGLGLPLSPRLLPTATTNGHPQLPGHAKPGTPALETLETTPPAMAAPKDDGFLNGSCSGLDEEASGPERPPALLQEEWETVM
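HEK-293-derived GP2 cells expressing PTHR1 and a GloSensor cAMP reporter, 3,000/well, plated overnight, given luciferin plus IBMX (each 0.5 mM as added) for 1 h at 37 °C, then compound for 1 h at 37 °C. Luminescence was read after 15 min at room temperature.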
Abeta rescue: A-beta toxicity reversal in yeast. yeast expressing A-beta42, growth rescue, OD600, 48 h; response scale: 0% DMSO, 100% iron-clioquinol control. Potency, µM (doses to about 46.1 µM), for inactives: at the highest dose growth rescue, most hits filed as activators. 0.063% of 410,000 active. AID 1347071; also: potency is read from the fitted curve at half-maximal effect; nearly all actives have a fitted effect of over 55% in size
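Yeast A-beta toxicity model in growth medium with pinned compounds, 48 h at 30 C; growth read as absorbance at 600 nm. Normalized to FeCl3/clioquinol equimolar mix (positive) and DMSO (negative).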
aSyn yeast inh: rescues yeast growth from alpha-synuclein toxicity; Yeast expressing alpha-synuclein, growth rescue, BacTiter-Glo, 24 h; Potency, µM (titrated, usually from 46.1 µM), inactives show at the top dose growth rescue (activation), hits mostly activators; 0.14% of 370,000 active; AID 652106; also: potency is read from the fitted curve at half-maximal effect; % of control where 0% means no effect; nearly all actives have a fitted effect of over 65% in size
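Galactose-induced alpha-syn yeast (OD600=0.02, raffinose-pregrown) + pinned cpd, 24 hr, 30 deg C; growth by BacTiter-Glo luminescence. Growth restoration scores as activation.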
GLP-1R inv ag: acts as inverse agonist at human GLP-1 receptor. HEK293 GLP-1R CRE-luciferase, luminescence, 24 h; GLP-1R form is constitutively active. Potency, µM (series often up to 38.3 µM), inactives show at the top dose activity change, negative = inhibition, hits mostly inhibitors. 1.6% of 410,000 active; also: potency is read from the fitted curve at half-maximal effect; % is scaled to controls: 0 for no effect and ±100 for the full control effect; nearly all actives have a fitted effect of over 55% in size
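Stable HEK293 clone (constitutively active GLP-1R + cAMP-response luciferase); 200 cells/uL plated, 12 h pre-culture, compound 24 hr, 37 deg C/5% CO2; detection reagent 12 min RT; luminescence.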
FUS yeast rescue: suppressors of FUS proteinopathy in yeast; S. cerevisiae FUS-expressing, growth rescue, OD600, 24 h; Potency, µM (titrated, usually from 76.6 µM), without a hit: at the highest dose growth rescue (activation), most hits filed as activators; 0.24% of 390,000 active; AID 1347120;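 also: potency is read from the fitted curve at half-maximal effect; plate controls were DMSO vehicle for no effect and reference control for full effect; nearly all actives have a fitted effect of over 55% in size; some results filed as inactive show a strong effect at the top dose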
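Absorbance at 600 nm, taken 24hr after compound addition, measured rescue of FUS-yeast growth at 30C. Induction used 2% galactose with seeding at OD 0.005. Controls: CP55940 from 92uM final, DMSO only.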
Numbers without * were called inactive; i = inactive; u = inconclusive; x = not tested or not shown; & = joins results of further samples; [ ] = remark or other dose. Unless noted, calls follow the shape of the dose curve; as a rule, active = well fitted curve in the direction sought with a large enough effect; inconclusive = small, poorly fitted or top-dose-only effect, or another doubt; inactive = no such curve, though single readings can be large; an effect the other way counts as inactive or inconclusive. Some of the compounds tested, so the mix of outcomes need not match the whole.

SMILES	GLP-1R agonist	pAkt inh	TDP43 rescue	DRD3 antagonist	PTHR1 agonist	Abeta rescue	aSyn yeast inh	GLP-1R inv ag	FUS yeast rescue
O=C(c1cc(COc2ccc3ncccc3c2)on1)N1CCCC(O)C1 (stereo not given)	11%	i	1%	0	-36%[inhibitor]	10%	-7%	4%	-12%
COC(=O)[C@H](CC(C)C)NC(=O)/C=C/[C@H]1O[C@@H](n2ccc(=O)[nH]c2=O)[C@H](O)[C@@H]1O	-1%	i	12%	11	2%	7%	1%	16%	-3%
COc1ccc(-n2ncc(N(C)n3cccc3)c(Cl)c2=O)cc1	-9%	-115%*	8%	-23	-63%[inhibitor][57.5 µM]	16%	-9%	-20%	3%
O=C(OCC1CCCO1)c1ccc2c(c1)N(Cc1ccccc1Cl)C(=O)c1ccccc1S2(=O)=O (stereo not given)	x	x	4%	x	i	-13%	x	-16%	38%
S=c1[nH]nc(CSCc2ccc(Cl)cc2Cl)n1-c1ccccc1	3%	i	u	-15	-23%	-74%[inhibitor]	u	-9%	50%
COc1cc(/C=C/C(=O)OCC(=O)N2CCCc3ccccc32)ccc1OC(F)F	15%	i	-11%	-2	-4%	u	1%	u	2%
CCOC(=O)N1CCN(Cc2ccc3c(c2)OCO3)CC1	-1%	i	-2%	-28	-18%	9%	-1%	15%	-8%
COc1ccccc1NS(=O)(=O)c1ccc(C(=O)N2CCN(c3ccccc3O)CC2)cc1	-22%	i	17%	33	-42%[inhibitor]	1%	0%	u	29%
Cc1ccc(S(=O)(=O)c2nnn3c2nc(N2CCCCC2)c2ccccc23)cc1	1%	i	21%	4	-5%	15%	6%	2%	-15%
CC(=O)c1cccc(Nc2nc(-c3ccccc3)nc3ccccc23)c1	-1%	i	u	8	-3%	14%	-1%	-27%	27%
COc1ccccc1OCc1ccc(C(=O)Nc2ccncc2)o1	13%	i	-3%	12	-42%[inhibitor]	-11%	-1%	0%	-2%
Cc1c(CNC(=O)C2CCC(=O)N(CCc3ccccc3)C2)cnn1C (stereo not given)	1%	i	-24%	-25	5%	-16%	-11%	13%	x

3 entries already listed, ordered by their value in GLP-1R inv ag, falling.
Structure | GLP-1R agonist | pAkt inh | DRD3 antagonist | PTHR1 agonist | GLP-1R inv ag
CCOC(=O)N1CCN(Cc2ccc3c(c2)OCO3)CC1 | -1% | i | -28 | -18% | 15%
Cc1ccc(S(=O)(=O)c2nnn3c2nc(N2CCCCC2)c2ccccc23)cc1 | 1% | i | 4 | -5% | 2%
S=c1[nH]nc(CSCc2ccc(Cl)cc2Cl)n1-c1ccccc1 | 3% | i | -15 | -23% | -9%

The results go on.
SMILES	GLP-1R agonist	pAkt inh	TDP43 rescue	DRD3 antagonist	PTHR1 agonist	Abeta rescue	aSyn yeast inh	GLP-1R inv ag	FUS yeast rescue
CCc1ccc(NC(=O)C2CCN(S(=O)(=O)c3ccc4[nH]c(=O)ccc4c3)CC2)cc1	-1%	i	14%	-3	-23%	3%	-14%	0%	1%
Cc1ccc(S(=O)(=O)N2C(c3ccc(Cl)c(Cl)c3)CC=C(C(=O)O)C2c2cccc(Cl)c2)cc1 (stereo not given)	x	i	10%	-7	i	-4%	0%	u	-13%
Cc1ccc(CN2Cc3cccc4c3[C@@H](CC2=O)[C@H](O)[C@H](O)C4)cc1	4%	i	8%	28	-9%	-4%	-5%	7%	-16%
Cc1ccc(S(=O)(=O)N2CCN(C(=O)COC(=O)COc3ccc(Cl)cc3)CC2)c(C)c1	3%	i	-8%	-13	u	-4%	-17%	1%	-10%
Cc1ccc(NC(=O)c2ncn(CCCN(CCCn3cnc(C(=O)Nc4ccc(C)c(C)c4)n3)Cc3ccc4[nH]ccc4c3)n2)cc1C	3%	i	-52%[inhibitor]	-3	i	1%	4%	u	u
O=C(CCCCCN1C(=O)c2ccccc2C1=O)NCc1ccccn1	0%	i	15%	2	-3%[57.5 µM]	14%	-1%	7%	-4%
CC(=O)c1ccccc1C(=O)N(C)C1CCCN(Cc2ccccc2F)C1 (stereo not given)	3%	i	3%	-29	10%	13%	-8%	-11%	11%
Cc1ccc(-n2cnc3ncnc(-c4ccccc4)c32)cc1	11%	i	-14%	-2	-64%[inhibitor]	-9%	-13%	4%	-14%
CCCC(=O)N=c1sc2cccc(F)c2n1C	13%	i	0%	8	i	5%	8%	10%	-19%
Cc1ccc(CNC(=O)CN(c2ccc(C)cc2)S(=O)(=O)c2c(C)nn(C)c2C)cc1	5%&0%	x	12%&12%	-3	-10%&-22%	-14%&4%	6%	2%&-1%	6%&-4%
COc1ccc(C2CC(c3ccc(Cl)cc3Cl)Nc3nc(N)nn32)cc1OC (stereo not given)	24%	i	-4%	0	-20%	0%	1%	43%[activator]	20%
C[C@@H]1CN([C@@H](C)CO)C(=O)Cc2cc(NS(=O)(=O)c3ccccc3)ccc2O[C@H]1CN(C)S(C)(=O)=O	5%	i	-4%	-28	-23%	-20%	-5%	17%	6%
COc1cccc(N2CCN(C(C)C(=O)NC34CC5CC(CC(C5)C3)C4)CC2)c1 (stereo not given)	19%	i	-8%	-53*	-19%	7%	4%	u	37%
COc1ccccc1C(=O)COC(=O)c1nc2nc(C)cc(C)n2n1	1%	i	18%	-4	i	9%	2%	2%	5%
Cc1cc(NC(=O)COc2ncnc3sc(C)c(C)c23)no1	-2%	i	1%	0	i	-11%	-13%	0%	12%
COc1ccc(Cl)cc1C(=O)OCC(=O)c1c(N)n(C)c(=O)n(C)c1=O	-1%	i	21%	2	-21%	0%	-1%	7%	2%
CCCc1nnc(SCC(=O)N2CCOCC2)n1C	-15%	i	4%	-10	-13%[57.5 µM]	22%	-2%	2%	-5%
Cc1cc(Br)ccc1SCC(=O)OCC(=O)NC(C)c1ccccc1 (stereo not given)	-2%	i	7%	0	7%	14%	15%	6%	x
CC1CCC(C(=O)NC(C(=O)NCCN2CCC(C)CC2)C(C)C)CC1 (stereo not given)	0%	i	16%	u	-18%	8%	1%	27%	x
Cc1nn(-c2ccccc2)c2sc(C(=O)Nc3ccc(Cl)cc3Cl)cc12	x	x	26%	x	i	0%	x	3%	-1%
O=C(NCc1ccccc1)/C(=C\c1ccc([N+](=O)[O-])cc1)NC(=O)c1ccco1	3%	i	11%	-5	i	-20%	9%	-10%	x
CC(=O)Nc1scc(-c2ccccc2)[n+]1-c1ccc(C)cc1	1%	i	-2%[0.397 µM]	-9	-18%	16%	-5%	u	4%
Cc1cccc(C)c1NC(=O)CC(C)c1ccccc1 (stereo not given)	-3%	i	4%	2	1%	5%	-3%	-15%	-5%
Cc1cc(C(=O)N/N=C(\CCC(=O)O)c2cccs2)c2ccccc2n1	-5%	i	x	0	i	3%	0%	-23%	33%

As a working copy, five of the compounds above.
SMILES	GLP-1R agonist	pAkt inh	TDP43 rescue	DRD3 antagonist	PTHR1 agonist	Abeta rescue	aSyn yeast inh	GLP-1R inv ag	FUS yeast rescue
COc1cccc(N2CCN(C(C)C(=O)NC34CC5CC(CC(C5)C3)C4)CC2)c1 (stereo not given)	19%	i	-8%	-53*	-19%	7%	4%	u	37%
COc1ccccc1C(=O)COC(=O)c1nc2nc(C)cc(C)n2n1	1%	i	18%	-4	i	9%	2%	2%	5%
Cc1cc(NC(=O)COc2ncnc3sc(C)c(C)c23)no1	-2%	i	1%	0	i	-11%	-13%	0%	12%
COc1ccc(Cl)cc1C(=O)OCC(=O)c1c(N)n(C)c(=O)n(C)c1=O	-1%	i	21%	2	-21%	0%	-1%	7%	2%
CCCc1nnc(SCC(=O)N2CCOCC2)n1C	-15%	i	4%	-10	-13%[57.5 µM]	22%	-2%	2%	-5%

(further entries)
SMILES	GLP-1R agonist	pAkt inh	TDP43 rescue	DRD3 antagonist	PTHR1 agonist	Abeta rescue	aSyn yeast inh	GLP-1R inv ag	FUS yeast rescue
COc1ccccc1NC(=S)NCc1ccc2c(c1)cc(C)n2C	16%	i	-1%[0.397 µM]	-4	-7%	u	1%	u	27%
COc1ccc(C(=O)Nc2ccc(S(=O)(=O)Nc3nccnc3OC)cc2)cc1OC	-9%	i	-2%	-28	i	0%	0%	19%	9%
Cc1cc(OCC(=O)Nc2ncn[nH]2)c(C)c(C)c1Br	-4%	x	4%	x	-8%	-19%	-8%	-12%	-15%
COC1C=CC(CNC(=O)c2cc3c(=O)n4cccc(C)c4nc3n2C)(OC)O1 (stereo not given)	-4%	i	-24%	u	21%	-11%	0%	8%	-30%
COc1ccc(OC)c(NC(=O)CCc2nnc3ccc(N4CCC(C)CC4)nn23)c1	-4%	i	-19%	-29	-21%	-2%	-1%	76%[activator]	30%
